GCN5L2 inh: qHTS Assay for Inhibitors of GCN5L2; 0.21% of 390,000 active; GCN5L2 HAT assay, ThioGlo1 CoA-SH fluorescence; Histone acetyltransferase KAT2A (Homo sapiens), Q92830; Potency, µM (top dose mostly 58.9 µM), inactives show top-dose activity change, negative = inhibition, hits mostly inhibitors; AID 504327, 2011
Target sequence (Q92830 whole entry, looked up): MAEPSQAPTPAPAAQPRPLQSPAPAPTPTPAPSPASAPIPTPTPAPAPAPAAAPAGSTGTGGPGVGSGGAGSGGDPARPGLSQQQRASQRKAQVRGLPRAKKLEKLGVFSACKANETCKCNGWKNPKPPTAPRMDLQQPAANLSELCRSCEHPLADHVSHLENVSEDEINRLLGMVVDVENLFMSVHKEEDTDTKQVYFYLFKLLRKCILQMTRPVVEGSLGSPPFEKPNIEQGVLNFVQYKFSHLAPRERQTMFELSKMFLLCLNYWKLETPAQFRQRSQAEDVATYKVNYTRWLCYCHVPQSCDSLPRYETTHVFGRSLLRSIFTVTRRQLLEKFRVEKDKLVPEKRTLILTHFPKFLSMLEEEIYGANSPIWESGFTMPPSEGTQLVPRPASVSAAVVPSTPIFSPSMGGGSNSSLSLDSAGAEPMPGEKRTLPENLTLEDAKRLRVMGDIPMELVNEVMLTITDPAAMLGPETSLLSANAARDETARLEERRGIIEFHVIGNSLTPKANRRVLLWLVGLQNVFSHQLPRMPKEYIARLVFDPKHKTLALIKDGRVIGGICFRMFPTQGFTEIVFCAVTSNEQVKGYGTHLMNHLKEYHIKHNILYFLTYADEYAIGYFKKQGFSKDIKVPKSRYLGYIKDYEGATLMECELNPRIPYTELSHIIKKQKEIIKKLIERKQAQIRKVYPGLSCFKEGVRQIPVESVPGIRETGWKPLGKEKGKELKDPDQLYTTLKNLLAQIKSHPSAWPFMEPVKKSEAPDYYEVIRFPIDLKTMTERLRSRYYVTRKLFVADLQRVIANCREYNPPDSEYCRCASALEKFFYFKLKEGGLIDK
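ThioGlo1-coupled HAT assay: 20nM GCN5L2, 70uM acetyl-CoA, 75uM H3(1-25) peptide, pH 7.5. Fluorescence read at 340/540nm at start and after 20 min at room temperature.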
TDP1 inh: qHTS Assay for Inhibitors of Tyrosyl-DNA Phosphodiesterase (TDP1); Tyrosyl-DNA phosphodiesterase 1 (Homo sapiens), Q9NUW8; recombinant TDP1, AlphaScreen DNA substrate cleavage; Potency, µM (top dose mostly 130 µM), inactives show at the top dose activity change, negative = inhibition, hits mostly inhibitors; 0.28% of 350,000 active; AID 485290, 2010; also: nearly all actives have a fitted effect of over 40% in size
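Recombinant E. coli-expressed Tdp1 (1 nM) preincubated with compound 15 min at RT, then 5'-biotin/3'-phosphotyrosine-FITC DNA substrate (15 nM) added for 5 min. AlphaScreen beads (10 ug/ml) added, 10 min RT; tyrosine-FITC cleavage read as signal loss.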
TDP1 cell noCPT: qHTS for Inhibitors of human tyrosyl-DNA phosphodiesterase 1 (TDP1): qHTS in cells in absence of CPT; DT40 Tdp1-/- hTDP1 cells, no CPT, ATP luminescence, 48 h; Potency, µM (series often up to 46.2 µM), for the others: at the highest dose activity change, negative = growth inhibition, hits mostly inhibitors; 15% of 420,000 active; also: nearly all actives have a fitted effect of over 55% in size
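Cells were dispensed at 400 per well, compounds added by pin tool, plates incubated ≥48 hr at 37 °C, then CellTiter-Glo added for 30 min at room temperature before luminescence reading. Line: DT40 Tdp1-/- complemented with hTDP1; camptothecin omitted.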
An asterisk follows results filed as active; ? = inconclusive; nt = not tested or not shown; & = joins results of further samples; [ ] = another dose, or the depositor's remark. Calls follow the shape of the dose curve; as a rule, active = well fitted curve in the direction sought with a large enough effect; inconclusive = small, poorly fitted or top-dose-only effect, or another doubt; inactive = no such curve, though single readings can be large; an effect the other way counts as inactive or inconclusive. % is scaled to controls: 0 for no effect and ±100 for the full control effect; potency is read from the fitted curve at half-maximal effect.

molecule	GCN5L2 inh	TDP1 inh	TDP1 cell noCPT
Cc1cccc(-n2ncc3c(N(C)Cc4ccccc4)ncnc32)c1	?	nt	?
CCCCn1c(N)c(N(CC(C)C)C(=O)c2ccc(COc3ccccc3)o2)c(=O)[nH]c1=O	-2%	2%	18%
N#Cc1ccc(-c2ccc(OCC(O)Cn3nnc4ccccc43)cc2)cc1 (stereo unspecified)	-4%	6%	?
Cc1cc(C)c2[nH]c(=O)c(CN(Cc3ccccc3)C(=S)NCCCN(C)C)cc2c1	14%	-2%	16µM*
COc1cccc2cc(C(=O)N3CCc4ccccc43)c(=O)oc12	2%	0%	-3%
Cc1cccn2cc(-c3cccc(S(=O)(=O)N4CC(C)OC(C)C4)c3)nc12 (stereo unspecified)	0%	3%	?
COc1ccc(S(=O)(=O)N2CCC(c3nc4ccccc4[nH]3)CC2)cc1	1%	3%	10µM*
COc1ccc(C)cc1NC(=O)N(C(C)C)C1CCN(C(C)=O)CC1	-13%	0%	1%
COc1cc2c(cc1NC(=O)c1ccc(C(C)(C)C)cc1)CCCC2	-1%	8%	?
Cc1cc(OCCCC(=O)Nc2cccc(-n3cnnn3)c2)ccc1Cl	-15%	5%	12µM*
CCCCCn1c(SCC2CCCO2)nc2cc(C(=O)N3CCC(C(N)=O)CC3)ccc2c1=O (stereo unspecified)	-10%	7%	?
COc1ccc2c(c1)OC[C@H]1[C@H]2N2C(=O)c3cc(OC)ccc3NC(=O)[C@@]2(C)[C@H]1c1ccccc1	-10%	7%	?
CCOc1ccc(-n2cc(C(=O)N3CCN(C)CC3)c3cc(OC)c(OC)cc3c2=O)cc1	-1%	6%	-4%
COc1ccc(C2CC(=O)c3cc(-c4nc(-c5ccc(Cl)cc5)cs4)c(=O)[nH]c3C2)cc1 (stereo unspecified)	-3%	-5%	-27%
S=C(NCCCn1ccnc1)NC1CCCCC1	1%	-3%	-2%
O=C(Nc1cccc([N+](=O)[O-])c1)c1ccc(-c2ccccc2)cc1	-8%	0%	-9%
Cc1cc2nc(C3CCN(CC4COc5ccccc5O4)CC3)[nH]c2cc1C (stereo unspecified)	0%	0%	8.2µM*
Cc1ccccc1-c1noc(-c2ccc(Cl)cc2)n1	-12%	4%	-6%
Cc1ccc(S(=O)(=O)C2(C(=O)NCc3ccc4c(c3)OCO4)CC2)cc1	-28%	2%	18µM*
CCOC(=O)c1c(C)[nH]c(C(=O)COC(=O)c2oc3ccccc3c2C)c1C	0%	8%	-26%
Cc1cc(C(=O)NCC(c2ccco2)N2CCCC2)c2ccccc2n1 (stereo unspecified)	-4%	0%	2%
O=C(CN1C(=O)c2ccc([N+](=O)[O-])cc2C1=O)Nc1cc(S(=O)(=O)N2CCOCC2)ccc1Cl	-7%	3%	2%
Cc1cccc(NC(=S)NC2CCCCC2)n1	-4%	nt	?
S=C(S)O[C@@H]1C[C@@H]2C[C@H]1[C@@H]1CCC[C@H]21	-19%	14%[56.1 µM]	-21%
CN(CC(=O)Nc1ccc([N+](=O)[O-])cc1Br)Cc1c(F)cccc1Cl	-2%	5%	?
CCOC(=O)C1CCCN(S(=O)(=O)Cc2ccccc2)C1 (stereo unspecified)	-2%	-1%	-1%
COc1ccc(S(=O)(=O)N(CC(=O)NCC2CCCO2)Cc2ccccc2)cc1C (stereo unspecified)	1%	4%[56.1 µM]	-16%
N#Cc1cccc(NC(=O)N2CC[C@@]3(CCCNC3)C2)c1	-14%	nt	-14%
CCOc1ccc(S(=O)(=O)NCCC(=O)NCC(c2ccco2)N2CCCCC2)cc1 (stereo unspecified)	4%	-1%	6%
Cc1ccc(C)c(Cn2cnc3c(nnn3-c3ccc(F)cc3)c2=O)c1	-8%	7%	-22%
Cc1coc2cc3oc(=O)c(CC(=O)N4C[C@H]5C[C@@H](C4)c4cccc(=O)n4C5)c(C)c3cc12	-8%	nt	?
CC1CCN(C(=O)CNS(=O)(=O)c2ccc(Br)s2)CC1	-2%	-5%	-9%
CCc1nnc(NC(=O)/C=C/c2ccc(C)o2)s1	-5%	-2%	6%
CCc1cccc2c(C(=O)COC(=O)c3ccc(O)cc3)c[nH]c12	-3%	3%	?
COc1ccc(Nc2nc(N)c(C(=O)c3ccc(F)cc3)s2)cc1	-19%	nt	0.58µM*
CCN(C(=O)Cn1cc(C(F)(F)F)ccc1=O)c1c(N)n(Cc2ccccc2)c(=O)[nH]c1=O	-4%	7%	-7%

An excerpt of these results, as labelled records:
N#Cc1cccc(NC(=O)N2CC[C@@]3(CCCNC3)C2)c1
  GCN5L2 inh: -14%
  TDP1 inh: nt
  TDP1 cell noCPT: -14%

CCOc1ccc(S(=O)(=O)NCCC(=O)NCC(c2ccco2)N2CCCCC2)cc1 (stereo unspecified)
  GCN5L2 inh: 4%
  TDP1 inh: -1%
  TDP1 cell noCPT: 6%

Cc1ccc(C)c(Cn2cnc3c(nnn3-c3ccc(F)cc3)c2=O)c1
  GCN5L2 inh: -8%
  TDP1 inh: 7%
  TDP1 cell noCPT: -22%

Exported with each value named: part of the list above.
Cc1cc(C(=O)NCC(c2ccco2)N2CCCC2)c2ccccc2n1 (stereo unspecified)
  GCN5L2 inh: -4%; TDP1 inh: 0%; TDP1 cell noCPT: 2%
O=C(CN1C(=O)c2ccc([N+](=O)[O-])cc2C1=O)Nc1cc(S(=O)(=O)N2CCOCC2)ccc1Cl
  GCN5L2 inh: -7%; TDP1 inh: 3%; TDP1 cell noCPT: 2%

Next section.
molecule	GCN5L2 inh	TDP1 inh	TDP1 cell noCPT
COC(=O)CCC(=O)OC1(C)C(=O)C2=COC(c3ccc(OC)cc3)=CC2=C(Br)C1=O (stereo unspecified)	-5%	-6%	-17%
Cc1c(CCC(=O)O)c(=O)oc2cc3oc4c(c3cc12)CCCC4	-17%	nt	0%
Cc1occc1C(=O)N1CCCC(Nc2ccc(F)cc2)C1 (stereo unspecified)	-7%	4%[56.1 µM]	15%
OC1CCCCC1	-10%	0%&7%	6%
COC(=O)c1nc2nc(C)cc(=O)n2[nH]1	-2%	7%	12%
COc1ccc(NC(=S)Nc2cc(C)cc(C)n2)cc1OC	-4%	5%	-23%
CCCC(=O)OC/C(O)=C(\C#N)c1nc2ccccc2[nH]1	-12%	5%	?
CN(CC(=O)NC(=O)NCc1ccccc1)CC(=O)Nc1ccc(Cl)c(C(F)(F)F)c1	-12%	nt	21µM*
COc1ccc(N2CCN(S(=O)(=O)CCNC(=O)COc3ccccc3)CC2)cc1	-4%	nt	-16%
CCOc1ccc(-c2c[n+]3c(n2-c2ccccc2)CCCCC3)cc1	0%	4%	0.0073µM*
CC1(c2ccc(Cl)cc2)NC(=O)N(CC(=O)N2CCCC2)C1=O (stereo unspecified)	-2%	2%	-7%
O=C(NCc1ccc(F)cc1)c1cccc2c1C(=O)c1ccc(N3CCOCC3)cc1S2(=O)=O	-19%	-8%	?
COc1cccc(CCNC(=O)CCc2nnc(-c3cc(C)oc3C)o2)c1	4%	2%	2%
Nc1cc(-c2ccc(OC(F)(F)F)cc2)nn1-c1ccc(Cl)c(Cl)c1	-16%	6%	?
O=C(CSCc1ccc(Br)cc1)NC1CC1	11%	0%	-6%
Cc1ccc(NC(=O)NCCCN2CCCC2=O)cc1C	0%	2%	9%
COc1ccc(S(=O)(=O)n2nc(OC(C)=O)cc2N(C(C)=O)C(C)=O)cc1	2%	9%	-12%
NS(=O)(=O)c1ccc(Sc2ccccn2)c([N+](=O)[O-])c1	-5%	4%	?
CC(=O)NCc1ccc(C(=O)CN2C(=O)NC3(CCCCC3C)C2=O)s1 (stereo unspecified)	-13%	-7%	3%
COc1cccc(C(=O)NCCS(=O)(=O)N2CCC(C)CC2)c1	-5%	-9%[0.505 µM]	-1%
CN1CCc2c(n(CC(O)CN3C(=O)c4ccccc4S3(=O)=O)c3ccccc23)C1=O (stereo unspecified)	-3%	4%[56.1 µM]	-9%
Cc1ccc(S(=O)(=O)NC(CC(C)C)C(=O)N2CCOCCOCCOCC2)cc1 (stereo unspecified)	-14%	nt	3%
O=C(O)Cc1sc(Nc2ccccc2Cl)nc1-c1ccccc1	0%	1%	-16%
CS(=O)(=O)N1CCC(C(=O)O)CC1	-2%	1%	8%

Ordered by molar mass (ascending): some entries from above
molecule	GCN5L2 inh	TDP1 inh	TDP1 cell noCPT
CS(=O)(=O)N1CCC(C(=O)O)CC1	-2%	1%	8%
Cc1ccc(NC(=O)NCCCN2CCCC2=O)cc1C	0%	2%	9%
O=C(CSCc1ccc(Br)cc1)NC1CC1	11%	0%	-6%
CN1CCc2c(n(CC(O)CN3C(=O)c4ccccc4S3(=O)=O)c3ccccc23)C1=O (stereo unspecified)	-3%	4%[56.1 µM]	-9%

Other results
molecule	GCN5L2 inh	TDP1 inh	TDP1 cell noCPT
C[C@@H]1COC(=O)[C@@H](Cc2ccc(F)cc2)C/C=C\C[C@@H](CC(=O)N(CCO)Cc2ccccc2)C(=O)N1	0%	0%	?
COc1ccccc1N1CCN(c2ccc3ccccc3n2)CC1	-4%	nt	?
O=C(CNC(=O)c1ccc(Br)o1)NCC1CCCCC1	-3%	2%	-1%
CCOC(=O)N1CCN(C(=O)CSCc2ccc(Br)cc2)CC1	-8%	5%	?
Cc1ccccc1CN1CCN(C(=O)c2ccc(S(=O)(=O)NCc3ccco3)cc2)CC1	-8%	4%	?
COc1ccccc1C(=O)Nc1ccc(OCc2cc(=O)n3ccsc3n2)cc1	2%	-1%	-16%
CC(C)OCCCNC(=S)Nc1ccc(S(N)(=O)=O)cc1	-5%	-6%	?
Cc1ccc(C(=O)Nc2ccc(N3CCOCC3)cc2N2CCOCC2)cc1	-6%	5%[56.1 µM]	?
S=C1NNC2(NN1)C1CC3CC(C1)CC2C3	-4%	2%	-6%
Cc1cc(C(=O)COC(=O)/C=C/c2ccco2)c(C)n1C	-5%	-6%	1%
COC(=O)c1sccc1NC(=O)c1cc(-c2ccc(C)cc2C)nc2ccccc12	-2%	0%	?
Cn1c(Cn2c(=O)sc3ccccc32)nnc1SCC(=O)NCc1ccc(F)cc1	-3%	-3%	1%
O=C(CN(C(=O)c1csnn1)c1ccc(F)c(Cl)c1)NC1CCCC1	-1%	1%	-16%
Cc1nn(-c2ccccc2)c(C)c1NC(=O)COC(=O)c1cc(Br)ccc1O	-2%	nt	-14%
Cc1ccc(Oc2ccc(Oc3ccc(C)cc3)nn2)cc1	?	5%	-29%
CCCN1C(=O)/C(=C/c2ccccc2OCc2ccc(C(=O)O)cc2)NC1=S	-4%	3%	-17%
COc1ccc(OC)c(S(=O)(=O)Nc2c(C)n(C)n(-c3ccccc3)c2=O)c1	-6%	nt	-6%
COc1cc(CNCc2ccccc2)ccc1OCC(O)c1ccccc1 (stereo unspecified)	-1%	nt	?
NC(=O)Cn1c(-c2nonc2N)nc2ccccc21	-2%	0%	4%
C[C@H](CO)N1C[C@H](C)[C@@H](CN(C)Cc2ccc3c(c2)OCO3)Oc2c(NC(=O)C3CC3)cccc2C1=O	3%	2%	?
CC(C)Oc1cccc(OCCN2C(=O)c3ccccc3C2=O)c1	0%	0%	-18%
CC1(C)CN2C(=S)N(c3ccccc3)C(c3ccccc3)N2C1 (stereo unspecified)	-10%	4%	-22%
CCOC(=O)N1CCN(C(=O)c2cc3c(s2)-c2ccc(Cl)cc2S(=O)(=O)C3)CC1	-9%	5%	?
CN(C)c1ncnc2sc(-c3ccccc3)cc12	-5%	2%	-23%
CCc1nc2ccc(C(=O)N3CCN(c4cccc(C(F)(F)F)c4)CC3)cc2nc1CC	-26%	5%	?
CC1(C)C2CCC1(CS(=O)(=O)NCc1ccc(C(F)(F)F)cc1)C(=O)C2 (stereo unspecified)	-3%	nt	12µM*
Cc1cc(/C=N\NC(=O)CC(=O)NC2CCCCC2)c(C)n1-c1ccc(Cl)cc1	0%	3%	?
O=C(NCCc1ccccc1)c1ccc2c(c1)N(Cc1ccccc1)C(=O)CS2=O (stereo unspecified)	-2%	5%	?
CCC1CCCCN1C(=O)CCCOc1ccccc1 (stereo unspecified)	-14%	-1%	?
CN(CC(=O)NCc1ccccc1)S(=O)(=O)c1ccc2c(c1)CCC(=O)N2	-20%	1%	2%

From PubChem

The list is partial; the hit share may differ from the screen's.
